Screening data as filed in PubChem BioAssay.
CFTR F508del cor: correctors of CFTR F508del function in bronchial epithelial cells | CFBE cells, YFP halide quenching; stimulated with forskolin plus potentiator P3; % fluorescence drop versus neutral controls | activity (quench increase), % at 7.58 µM | actives 0.36% (n = 350,000) | AID 720511;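 active = mean added fluorescence quench of at least 8% versus neutral control, with both replicates also reaching 8%; inconclusive = only one of the mean or replicate conditions met; inactive = mean below 8% and not both replicates reaching 8%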;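 note: cells transiently co-express mutant CFTR-F508del with the halide-sensitive YFP; corrector assay measuring rescue of mutant channel to the surface after 24 h compound exposure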
PAX8 inh HTS: lowers PAX8-driven luciferase in RMG-I cells; RMG-I TPO-luciferase reporter, SteadyGlo, 24 h; AID 652154; inhibition, % at 12.6 µM; actives 1.2% (n = 360,000);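 active = mean replicate inhibition at least 60% with every replicate also reaching 60%; inconclusive = only one of the two criteria is met; inactive = mean below 60% and not all replicates reaching 60%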;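 note: luciferase light reporting Pax8 driven TPO promoter activity; plate controls were median of neutral control wells for no effect and mitoxantrone controls for full effect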
ARNT-TACC3 inh: ARNT/TACC3 interaction disruption; Q9Y6A5; AlphaScreen His-ARNT PAS-B/GST-TACC3 binding, luminescence; TACC3 fragment carries E629A point mutation; inhibition, % at 9.99 µM; actives 0.66% (n = 390,000);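 active = mean inhibition of replicates at least 50% and at least half of replicates each reaching 50%; inconclusive = half or more replicates reach 50% but mean below 50%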;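 note: 0% = complete ARNT plus TACC3 wells and 100% = ARNT alone without TACC3; many hits fall short of the cut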
DENV2 CPE rescue: DENV2-induced cell death inhibition. CPE inhibition, % at 9.99 µM. DENV2-infected cells, cytopathic effect rescue, plate reader. actives 1.7% (n = 350,000). AID 651640; in the data active = CPE inhibition above about 20%, passing the limit was not always enough; inconclusive = no clear call, values can overlap the other calls; tested in BHK-21 cells;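 note: 0% = median of neutral control wells and 100% = median of positive control wells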
XiGFP reactiv: activators of X-chromosome reactivation in mouse fibroblasts; XiGFP mouse fibroblasts, % GFP-positive cells imaging, 3 d; cells co-treated with 5-aza-dC sensitizer; scaled so ellipticine positive control = 100%; activation, % at 7.58 µM; actives 0.055% (n = 360,000); AID 743238;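 active = mean normalized replicate activation at least 10% and every replicate at or above 10%; inconclusive = only one of the two criteria met; inactive = mean below 10% and not all replicates reach 10%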;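 note: 0% = median of on-plate neutral control wells and 100% = ellipticine 6 µM median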
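Schedule: 3 d treatment, 15 min room-temperature fixation; system: 68-5-11 XiGFP fibroblast line; buffer or medium: DMEM plus 5-aza-dC sensitizer; control set: ellipticine 6 µM positive control; compound: one concentration, pinned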
ERp5 block: blocks human ERp5 reductase activity on insulin | Q15084 | ERp5 insulin aggregation, absorbance 650 nm, 90 min | inhibition, % at 9.99 µM | actives 0.05% (n = 350,000);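 active = mean replicate inhibition above about 25%, with every replicate also reaching it, limit read from the data, passing the limit was not always enough; inconclusive = only one of those two criteria met; inactive = neither criterion met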
Target sequence (Q15084 whole entry, looked up): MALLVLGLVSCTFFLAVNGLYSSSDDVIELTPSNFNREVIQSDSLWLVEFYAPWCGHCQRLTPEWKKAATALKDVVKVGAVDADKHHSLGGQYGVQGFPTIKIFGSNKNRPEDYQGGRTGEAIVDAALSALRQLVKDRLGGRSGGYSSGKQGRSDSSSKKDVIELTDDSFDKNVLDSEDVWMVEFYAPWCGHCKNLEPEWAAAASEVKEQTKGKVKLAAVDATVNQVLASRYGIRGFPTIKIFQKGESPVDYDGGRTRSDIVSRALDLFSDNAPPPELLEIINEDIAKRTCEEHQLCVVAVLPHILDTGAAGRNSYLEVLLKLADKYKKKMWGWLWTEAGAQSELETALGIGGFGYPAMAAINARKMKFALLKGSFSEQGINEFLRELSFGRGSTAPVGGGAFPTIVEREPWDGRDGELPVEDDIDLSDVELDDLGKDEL
INS-1E GSIS act: GLuc luminescence reporter in INS-1E cells, primary screen for activators of glucose-dependent secretion of insulin | INS-1E GLuc reporter insulin secretion, 2-3 h | activation, % at 16.6 µM | actives 0.61% (n = 370,000);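 active = lowest replicate activation of at least 40%, so every replicate reaches that level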;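 note: 0% = median of neutral control wells and 100% = median of IBMX positive control wells; some compounds called inactive have numbers as strong as hits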
EWS-Fli inh: inhibitors of EWS/Fli oncoprotein transcriptional activity; A673 NR0B1-luciferase reporter, viability-normalised; inhibition, % at 12.6 µM; actives 0.67% (n = 350,000);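 active = mean inhibition of at least 50% after viability correction, with every replicate also passing that limit; inconclusive = mean reaches 50% but only one of two replicates passes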;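 note: firefly luciferase signal divided by Alamar Blue viability fluorescence both relative to DMSO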
An asterisk follows results filed as active; ? = inconclusive; nt = not tested or not shown; & = joins results of further samples; ! = not active in a repeat.

Order of results – CFTR F508del cor	PAX8 inh HTS	ARNT-TACC3 inh	DENV2 CPE rescue	XiGFP reactiv	ERp5 block	INS-1E GSIS act	EWS-Fli inh
[1] C=CCNC(=O)C(=O)c1c(-c2ccccc2)[nH]c2ccccc12
  -0.4	6	-4	-2	0.1	-3	6	3
[2] O=C(CSc1nnc(Cn2c(=O)sc3ccccc32)n1CCc1ccccc1)N1CCCC1
  3.0	8	-1	3	0.2	-1	-8	0
[3] Cc1cccc(-c2nnc(SCC#N)n2C)c1
  -0.5	7	7	8	0.2	2	5	10
[4] CC1Sc2ccc(C(=O)Nc3ccccc3OC(F)F)cc2NC1=O (stereo not drawn)
  -2.6	-133	-2	?	0.1	3	13	-60
[5] COc1ccc(CCC(=O)NCCOc2ccc(Cl)cc2)cc1
  -1.0	-33	-1	2	0.0	-2	-25	-19
[6] C[C@@H]1CN([C@H](C)CO)C(=O)c2cc(NS(=O)(=O)c3ccc(F)cc3)ccc2O[C@@H]1CN(C)Cc1ccccc1
  1.5	-14	-1	-6	0.0	-5	-8	-4
[7] COc1ccc(CN(CC(=O)NCc2ccccc2)C(=O)CCC(=O)Nc2ccccn2)cc1
  -0.3	-7	11	4	0.0	0	7	2
[8] COCCn1c(=O)[nH]c2cc(C(=O)NC3CCCCCC3)ccc2c1=O
  4.8	-7	-6	?	0.1	11	1	-48
[9] COCCCN1C(=O)C(CC(=O)NCCCN(C)C)CC(C(=O)N2CCCCCC2)=C1C (stereo not drawn)
  0.2	-12	nt	1	0.0	2	19	1
[10] COc1ccc2c3c(n(C)c2c1)[C@H](CO)N(C(=O)Cc1ccccc1)CC31CCN(C(C)=O)CC1
  -1.3	nt	nt	-3	0.4	nt	12	12
[11] Cc1c(C=O)c2ccccc2n1CC(=O)NC(C)c1ccccc1 (stereo not drawn)
  -1.1	10	-4	4	0.0	?	18	7
[12] CC1CCCN(c2ccc([N+](=O)[O-])s2)C1 (stereo not drawn)
  5.2	4	nt	1	0.0	0	-4	-9
[13] COCCN(C(=O)CCC(=O)Nc1ccccn1)C(C(=O)NC(C)C)c1ccc(C)cc1 (stereo not drawn)
  -0.7	10	0	8	0.1	0	39	1
[14] C[C@@H]1CN([C@@H](C)CO)C(=O)c2cc(/C=C/c3ccccc3)cnc2O[C@H]1CN(C)C(=O)c1cccc(F)c1
  -0.9	14	13	-3	-0.4	0	-12	-6
[15] Cc1cc(S(=O)(=O)Nc2nc(CN3CCOCC3)nc3sc4c(c23)CCC4)ccc1F
  -2.7	nt	-4	0	0.0	-1	11	7
[16] Cn1c(SCC(=O)NNC(=O)Cc2ccccc2)nnc1-c1ccccc1
  nt	13	15	nt	0.1	nt	4	nt
[17] Fc1ccc(NC(=S)N2CCN(c3ccccn3)CC2)cc1Cl
  0.4	-8	-3	-5	-0.1	3	4	5
[18] C/C=C/c1cnc2c(c1)C(=O)N([C@@H](C)CO)C[C@H](C)[C@H](CN(C)C(=O)Nc1ccc(F)cc1)O2
  -1.4	1	-3	-4	-0.6	1	-13	1
[19] COc1ccc(CCC(=O)Nc2ccc(C)c(S(=O)(=O)N(C)C)c2)cc1OC
  nt	17	3	nt	0.1	nt	-2	nt
[20] Cc1ccc(N2CC(C(=O)Nc3cc(S(=O)(=O)N4CCCCC4)ccc3C)CC2=O)cc1 (stereo not drawn)
  nt	22	nt	19	1.2	-1	nt	17
[21] CCCNC(=O)N1[C@H](CO)[C@@H](c2ccccc2)[C@H]1CNC(=O)c1ccc(F)cc1
  1.3	-3	0	36	0.2	nt	-1	-12
[22] COc1ccc(NC(=O)c2oc3ccc(S(=O)(=O)N4CCOCC4)cc3c2C)cc1
  -3.1	10	2	nt	-0.1	3	6	7
[23] Cc1ccc(-c2ccc(C3[C@H]4CNC[C@@H]3N4C(=O)Nc3ccc(F)cc3)cc2)cc1 (stereo partly drawn)
  -6.0&-1.4	-18&12	nt	?	0.0&0.1	3&-2	36&-13	62*!
[24] O=C(CCCc1ccccc1)NCc1ccccc1
  -0.4	-17	nt	nt	0.0	-1	-7	-5
[25] O=C(COC(=O)c1nsc(Cl)c1Cl)NC1CCCC1
  -2.3	3	-3	11	0.0	1	-8	7
[26] COc1ccc(S(=O)(=O)N(CC(=O)NCCSc2ccccn2)c2ccccc2)cc1
  0.6	17	-1	-4	0.3	-3	-12	-10
[27] Cc1cccc(NC(=O)[C@H](Cc2ccccc2)NC(=O)OCc2ccccc2)c1
  nt	11	-9	nt	0.3	nt	-1	nt
[28] Cc1ccc2nc(-c3ccncc3)cc(C(=O)Nc3ccc4c(c3)OCCO4)c2c1
  2.8	18	-4	4	0.0	1	-1	58*
[29] C[C@@H]1CCCCO[C@H](CN(C)C(=O)C2CCCCC2)[C@H](C)CN([C@@H](C)CO)C(=O)c2cc(NC(=O)Cc3ccccc3)ccc2O1
  -5.9	25	-4	?	0.3	-2	-26	1
[30] CC1CCCC(C)N1CCCNC(=O)c1nn(C)c2c1CSc1ccccc1-2 (stereo not drawn)
  1.9	27	4	-1	0.0	20	2	5
[31] C=CCNc1cccc2c1S(=O)(=O)N[C@@H](C)CO2
  -1.1	-4	nt	7	-0.1	2	11	-5
[32] CN1CCN(C(=O)C[C@H]2C[C@H]3c4cc(NC(=O)CC5CC5)ccc4O[C@H]3[C@@H](CO)O2)CC1
  -2.6	nt	-31	-2	-0.1	-12	7	-4
[33] COc1ccccc1-c1ccc(C2[C@H]3CNC[C@@H]2N3S(=O)(=O)c2ccccc2)cc1 (stereo partly drawn)
  2.1&2.7	-2	nt	-7&18	0.0&0.3	-1&1	-1&-26	-12
[34] CCCn1c(=O)c2c(nc3n2CC(C)CN3Cc2ccccc2)n(C)c1=O (stereo not drawn)
  3.3	-2	-6	2	0.0	2	-14	12
[35] O=C(Nc1ccccc1)Nc1cccc2ccccc12
  -1.8	14	3	2	-0.3	7	-5	-18
[36] Cc1cc2c(cc1C)-c1nnnn1C(N1CCCCC1)C(=O)N2 (stereo not drawn)
  -0.8	-16	nt	-5	0.3	3	nt	-1
[37] CO[C@H]1CN(C)C(=O)c2cc(NC(=O)c3cccc(F)c3)ccc2OC[C@@H](C)N(C(C)=O)C[C@H]1C
  -2.1	nt	nt	nt	0.0	nt	6	2
[38] COc1ccc(C(=O)N2CCN(Cc3ccc4c(c3)OCO4)CC2)cc1OC
  -0.4	11	-3	2	0.0	0	7	4
[39] NC(=O)c1ccc(-n2nnnc2Oc2ccc(Br)cc2)cc1
  1.5	13	-3	nt	0.0	3	-10	13
[40] Cc1[nH]c2ccccc2c1C(=O)CSC(=S)N1CCCCC1
  -1.1	-146	0	-5	0.3	3	8	-139
[41] COc1ccc(CCNC(=O)CC(Cc2ccccc2)C(=O)O)cc1OC (stereo not drawn)
  -0.5	-14	-9	2	0.2	-4	35	1
[42] Cc1[nH]c(C)c(S(=O)(=O)Nc2cccc(Cl)c2C)c1C(=O)N1CCCC1
  0.7	12	-2	7	0.0	-3	20	nt
[43] C[C@@H]1CN([C@H](C)CO)C(=O)Cc2cc(NS(C)(=O)=O)ccc2O[C@H]1CN(C)S(=O)(=O)c1cn(C)cn1
  -0.4	-7	-1	2	0.1	nt	15	-5
[44] COc1ccccc1NS(=O)(=O)c1ccc(Cl)c(NC(=O)c2sc3cc(Cl)ccc3c2Cl)c1
  1.5	1	-5	-9	0.4	3	16	20
[45] O=C(O)CC/C(=C/c1cccc(NC(=O)c2ccccc2Cl)c1)c1nc2ccccc2s1
  0.4	-7	-1	9	0.0	2	nt	0
[46] CCCNC(=O)Nc1ccc2c(c1)OC[C@H](C)N(Cc1ccc(-c3ccccn3)cc1)C[C@H](C)[C@H](OC)CN(C)C2=O
  1.7	?	3	6	0.0	2	-17	4
[47] N#CCC1(O)C(=O)N(Cc2ccccc2)c2ccccc21 (stereo not drawn)
  -2.0	-3	nt	0	-0.1	-3	-2	2
[48] CNC(=O)C[C@H]1CC[C@H]2[C@@H](COC[C@@H](O)CN2Cc2ccccc2F)O1
  1.7	nt	-3	-3	0.2	0	7	nt
[49] C[C@H]1CN([C@@H](C)CO)S(=O)(=O)c2ccc(-c3cccc(F)c3)cc2O[C@H]1CN(C)S(=O)(=O)c1ccccc1
  1.1	nt	-5	-1	-0.6	2	-29	6
[50] C[C@@H]1CCCCO[C@H](CN(C)S(=O)(=O)c2ccc(Cl)cc2)[C@@H](C)CN([C@H](C)CO)C(=O)c2cc(NC(=O)CCCN(C)C)ccc2O1
  -2.1	16	0	13	0.7	3	-2	-1

The list continues:
Order of results – CFTR F508del cor	PAX8 inh HTS	ARNT-TACC3 inh	DENV2 CPE rescue	XiGFP reactiv	ERp5 block	INS-1E GSIS act	EWS-Fli inh
[51] CCOC(=O)/C=C/c1cccc(C)c1O
  2.9	-173	nt	-2	-0.1	-1	20	-6
[52] CCCCc1nc2ccc(F)cc2cc1C
  0.2	21	nt	13	0.2	4	-6	-31
[53] COc1ccc(S(=O)(=O)N2CCCCC2)cc1NC(=O)Cc1ccc(Br)cc1
  -3.0	-5	6	1	0.7	-4	nt	17
[54] Cc1ccccc1-c1cccc([C@@H]2C[C@H]3CN(Cc4cccnc4)C(=O)[C@]34CCCN24)c1
  3.6	4	3	nt	0.3	5	-16	1
[55] COc1ccc(-c2ccc3n(c2=O)C[C@@H]2N[C@H]3[C@H](C(=O)N3CCCCC3)[C@H]2CO)cc1
  -2.0	-12	nt	0	0.5	-3	2	-5
[56] COc1ccc(NC(=O)N(C)C[C@@H]2OCCCC[C@@H](C)Oc3ccc(NC(=O)Cc4ccccc4)cc3C(=O)N([C@@H](C)CO)C[C@H]2C)cc1
  -2.2	nt	0	3	0.0	-7	1	-12
[57] CCOC(=O)C1CCN(C(=O)C2CCN(S(=O)(=O)c3ccc4ccccc4c3)CC2)CC1
  2.0	18	-8	1	0.0	1	-29	0
[58] CO[C@@H]1CN(C)C(=O)c2ccc(NC(=O)NC(C)C)cc2OC[C@@H](C)N(C(=O)NC(C)C)C[C@H]1C
  -1.8	nt	-4	9	0.7	-2	-14	-1
[59] COCCn1c(SCC(=O)Nc2ccc(C(N)=O)cc2)nc2c([nH]c3ccccc32)c1=O
  1.0	17	-7	-5	0.0	1	5	11
[60] CCOC(=O)C1CSCCS(=O)(=O)N1Cc1cccc(Cl)c1 (stereo not drawn)
  -2.8	-27	nt	8	-0.1	-1	-16	-8

This is a random part of the collection; any-hit rate near 4.2%.
